Assay outcomes as filed in PubChem BioAssay.
D1 antag: Antagonist of Human D 1 Dopamine Receptor: qHTS; hit rate 3.2% among 360,000; AID 504652, 2011; D(1A) dopamine receptor (Homo sapiens), P21728; activity change, negative = inhibition, % at 10 µM; HEK293 TREx D1 cells, calcium flux, dopamine EC80; active compounds read low; in the data active means activity change below about -30%; further: on the % scale 0 is the no-effect control and ±100 the full control effect
Target sequence (P21728 whole entry, looked up): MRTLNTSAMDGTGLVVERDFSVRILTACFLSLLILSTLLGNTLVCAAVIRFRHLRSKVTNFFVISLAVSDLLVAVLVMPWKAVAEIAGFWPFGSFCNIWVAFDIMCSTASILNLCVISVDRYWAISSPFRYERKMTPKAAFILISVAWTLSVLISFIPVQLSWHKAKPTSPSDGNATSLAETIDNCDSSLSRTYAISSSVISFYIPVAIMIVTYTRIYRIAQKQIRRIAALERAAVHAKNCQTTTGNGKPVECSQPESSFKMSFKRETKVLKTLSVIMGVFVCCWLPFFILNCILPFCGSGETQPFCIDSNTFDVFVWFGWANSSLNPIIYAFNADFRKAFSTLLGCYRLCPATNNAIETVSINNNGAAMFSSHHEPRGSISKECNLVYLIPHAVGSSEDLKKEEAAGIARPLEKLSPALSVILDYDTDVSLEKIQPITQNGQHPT
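Kinetic fluorescence of a calcium dye serves as the read-out. D1-expressing Hek293 Trex cells, induced overnight at 30 C, are exposed to compound for 180 s before an EC80 dopamine addition, then read 180 s further.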
TRHR PAM: qHTS for Small Molecule Agonists and Allosteric Enhancers of Human TRH Receptor: Primary Screen for Enhancers; TRHR cells, fluo-8 calcium fluorescence, EC20 TRH enhancement; enhancement, % at 2 µM; hit rate 0.66% among 360,000; in the data active means enhancement above about 30%; further: 0% is about no effect
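TRHR-expressing cells loaded with fluo-8 calcium dye were read kinetically (ex 480/em 530) during compound addition, then stimulated with an EC20 of TRH (10 nM final). Enhancement of the Gq-mediated intracellular calcium response was scored.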
D2 potentiator: HTS Assay for Positive Allosteric Modulators of the Human D2 Dopamine Receptor: Primary Screen for Potentiators. D(2) dopamine receptor (Homo sapiens), P14416. HEK293 T-REx D2, calcium flux, EC20 dopamine potentiation. potentiation, % at 10 µM. hit rate 0.34% among 340,000. AID 485347, 2010;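 active means potentiation over 3 SD above the plate norm, cut at about 30% in these data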; further: 0% is about no effect
Target sequence (P14416 whole entry, looked up): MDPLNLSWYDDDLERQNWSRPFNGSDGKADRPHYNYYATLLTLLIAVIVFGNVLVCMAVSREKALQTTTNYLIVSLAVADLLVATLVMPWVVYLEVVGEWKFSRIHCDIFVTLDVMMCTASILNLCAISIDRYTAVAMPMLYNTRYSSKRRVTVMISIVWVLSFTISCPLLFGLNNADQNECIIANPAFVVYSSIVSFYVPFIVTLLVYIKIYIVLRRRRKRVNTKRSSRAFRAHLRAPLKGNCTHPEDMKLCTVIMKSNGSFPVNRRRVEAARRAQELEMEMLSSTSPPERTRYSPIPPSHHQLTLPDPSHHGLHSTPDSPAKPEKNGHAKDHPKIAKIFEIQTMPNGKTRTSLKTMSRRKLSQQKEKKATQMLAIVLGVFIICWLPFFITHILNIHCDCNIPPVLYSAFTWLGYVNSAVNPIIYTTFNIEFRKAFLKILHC
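Potentiation of an EC20 dopamine calcium response is measured in a force-coupled, tetracycline-inducible Hek293 Trex D2 line. Compound-only kinetic reads over 180 s flag agonists before dopamine addition.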
RXFP1 ag: qHTS Assay for Agonists of the Relaxin Receptor RXFP1; Relaxin receptor 1 (Homo sapiens), Q9HBX9; HEK293T-RXFP1 cAMP TR-FRET, 30 min; response scale: percent of porcine relaxin response, buffer zero; Potency, µM (titrated, usually from 57.5 µM), without a hit: at the top dose activation, actives largely listed as activators; hit rate 0.3% among 370,000; active means well fitted activation curve with a large enough effect; inconclusive means small, poorly fitted or top-dose-only effect; further: potency means the concentration at half of the fitted maximal effect; on the % scale 0 is the no-effect control and ±100 the full control effect; nearly all actives have a fitted effect of over 60% in size; many of its hits are not listed in these tables
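HEK293 cells stably expressing RXFP1, treated 30 min at 37C with compounds plus PDE4 inhibitor Ro 20174; cAMP measured by HTRF TR-FRET. Normalized to buffer and 29 nM porcine relaxin; EC50 by Hill fit.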
D2 antagonist: HTS Assay for Allosteric Antagonists of the Human D2 Dopamine Receptor: Primary Screen for Antagonists. AID 485344, 2010. hit rate 2% among 340,000. inhibition, % at 10 µM. HEK293 TREx D2 cells, calcium flux, dopamine EC80; in the data active means inhibition above about 30%; further: 0% is about no effect
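Measurement of antagonist activity uses fluorescent calcium dye in inducible HEK293 T-REx D2 cells: 10 s baseline, compound addition with 180 s read, EC80 dopamine addition with a further 180 s read.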
D1 agonist: Allosteric Agonists of the Human D1 Dopamine Receptor: qHTS. activation, % at 2 µM. HEK293 T-REx D1 cells, calcium flux, agonist mode. hit rate 1% among 360,000; in the data active means activation above about 30%; further: 0% is about no effect
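Inducible HEK293 T-REx D1 cells, force-coupled to calcium signalling, were plated at 4000 cells/well with tetracycline and held overnight at 30 C. After no-wash calcium dye loading, compound-evoked calcium rise over 180 s flagged agonists.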
RXFP1 antag: qHTS Assay for Antagonists of the Relaxin Receptor RXFP1; Relaxin receptor 1 (Homo sapiens), Q9HBX9; HEK293-RXFP1, relaxin-stimulated cAMP HTRF, 30 min; active compounds read low; activity change, negative = inhibition, % at 57.5 µM; hit rate 0.59% among 350,000; AID 1259400, 2018;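 active means activity change of -60% or lower, but not beyond a set lower limit; inconclusive means change between -60% and -40%, or beyond the set limit; inactive means change above -40%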; further: on the % scale 0 is the no-effect control and ±100 the full control effect
D2 ag: HTS Assay for Allosteric Agonists of the Human D2 Dopamine Receptor: Primary Screen for Agonists; HEK293 T-REx D2 cells, calcium flux agonist mode; D(2) dopamine receptor (Homo sapiens), P14416; activation, % at 2 µM; AID 485358, 2010; hit rate 0.53% among 340,000;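 active means activation over 3 SD above normal in the single-dose calcium agonist read, cut at about 30% in these data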; further: 0% is about no effect
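HEK293 Trex D2 cells, tetracycline-induced, o/n 30 C 5% CO2; no-wash Ca dye, RT 30–90 min; 10-cycle baseline, 23 nl cpd added, kinetic Ca read 180 s; agonist hits = positive Ca response.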
D1 PAM: Potentiators of Human D1 Dopamine Receptor: qHTS. D(1A) dopamine receptor (Homo sapiens), P21728. HEK293 TREx D1 cells, calcium flux, dopamine EC20 potentiation. potentiation, % at 10 µM. hit rate 0.036% among 360,000. AID 504651, 2011; in the data active means potentiation above about 30%; further: 0% is about no effect
* = called active by the depositor; ? = inconclusive; . = not tested or not shown. The list is partial; count on the stated rates, not on these rows.

SMILES	D1 antag	TRHR PAM	D2 potentiator	RXFP1 ag	D2 antagonist	D1 agonist	RXFP1 antag	D2 ag	D1 PAM
S=C(NCc1ccc(Cl)cc1)Nc1ccccc1	2	0	1	-0.1%	2	22	-1	-0.6	-10
CCSc1ncc(Cl)c(C(=O)Nc2sc3c(c2C(=O)NCCCOC)CCCC3)n1	10	-2	10	-0.3%	.	4	0	0.7	0
CC(C)NC(=O)N1CCOCCOCCN(C(=O)NC(C)C)CCOCCOCC1	-10	4	0	-1.1%	-3	1	-8	0.7	-8
N#CCCN1CCNCC1	13	-4	-3	3.8%	3	3	-2	-0.8	-1
Cn1ccc(NC(=O)Nc2ccc(Cl)cc2)n1	-8	0	.	5.1%	.	6	-8	.	-6
CC[C@@]12C(=O)N(c3ccccc3)C(=O)N1[C@H](c1ccc(Br)cc1)[C@@H]1C(=O)N(C(C)(C)C)C(=O)[C@@H]12	-1	0	12	-1.2%	4	1	.	2.6	4
Cc1[nH]c2ccccc2c1SCc1nnc(SCc2ccc(Cl)cc2)n1C	-19	-17	.	2.6%	.	1	-9	.	-3
CCOC(=O)N1CC=C2C(C#N)=C(N)C(C#N)(C#N)[C@H](c3ccsc3)[C@H]2C1	-18	2	1	0.8%	-1	1	-8	0.3	1
Cc1ccc(Cn2c3ccccc3c3cn[nH]c(=O)c32)cc1	27	0	6	-1.5%	-8	9	.	-0.2	9
CCCS(=O)(=O)N1CC(=O)N(c2cc(C)cc(C)c2)C(C)(C(=O)NC2CCCCCC2)C1 (configuration not stated)	-31*	-4	1	-0.6%	.	-2	-5	0.3	0
CN(C)S(=O)(=O)NCCNC(=O)c1cc(OCC(F)(F)F)ccc1OCC(F)(F)F	2	-1	4	20%	-7	2	-7	0.2	0
COCc1cc(C)nc2sc(C(=O)N3CCCCC3)c(N)c12	-2	-8	15	0.6%	-4	0	-5	0.2	2
CSc1ccc(/C=C/C(=O)OCC(=O)c2ccc[nH]2)cc1	0	2	13	9.4%	50*	6	-8	0.9	-8
COc1ccc(N2CCN(C(=O)CNC(=O)c3cccc(Br)c3)CC2)cc1	-19	-1	-17	-3.3%	0	0	4	0.4	-4
CC(C)c1nnc(NC(=O)C2c3ccccc3Oc3ccccc32)s1	21	-2	5	1.5%	8	9	-10	0.3	4
COCCN(CCOC)c1cc(C)c(C#N)c2nc3ccccc3n12	6	-4	-11	4.9%	12	2	-10	-0.5	2
COc1cc(NC(=O)c2cc(S(=O)(=O)N3CCC(C)CC3)cn2C)cc(OC)c1OC	25	-2	-10	5.6%	.	-1	.	-0.1	-2
COc1ccc(N=CC2=C(O)CC(C)(C)CC2=O)cc1	2	38*	1	-0.7%	-4	3	-11	0.5	-5
Cc1ccc(CNC(=O)CCc2nnc3ccc(NCCCN4CCCC4=O)nn23)cc1	-1	0	-3	?	-22	9	-9	-1.4	0
CN(Cc1ccccc1)C(=O)C1CCCN(c2ncnc3c2nc2n3CCCCC2)C1 (configuration not stated)	0	2	-8	-0.9%	8	-1	33	-0.2	0
COc1cccc(C(C(=O)NC2CCCC2)N(CC2CCCO2)C(=O)Cc2cccs2)c1 (configuration not stated)	-15	4	12	1.7%	-3	1	9	0.6	0
COc1ccc(C(=O)OCn2nnc3ccccc3c2=O)cc1	1	-5	6	4.3%	1	4	-5	-0.2	0
CC1CC(OC(=O)C2CCN(S(=O)(=O)c3ccc(F)cc3)CC2)C(=O)O1 (configuration not stated)	-4	4	-9	-0.5%	7	1	12	0.2	-2
O=C(O)COc1ccccc1/C=N/NC(=O)c1cc(-c2ccc(Cl)cc2)nc2ccccc12	-4	7	21	0.7%	-4	1	9	0.0	-7
O=C(CCN1C(=O)c2ccccc2C1=O)N1CCCCCC1	25	-1	0	0.1%	29	2	2	0.3	2

A draw from above in order of count of non-hydrogen atoms, high to low.
SMILES	D1 antag	TRHR PAM	D2 potentiator	RXFP1 ag	D2 antagonist	D1 agonist	RXFP1 antag	D2 ag	D1 PAM
O=C(O)COc1ccccc1/C=N/NC(=O)c1cc(-c2ccc(Cl)cc2)nc2ccccc12	-4	7	21	0.7%	-4	1	9	0.0	-7
CC(C)NC(=O)N1CCOCCOCCN(C(=O)NC(C)C)CCOCCOCC1	-10	4	0	-1.1%	-3	1	-8	0.7	-8
CCOC(=O)N1CC=C2C(C#N)=C(N)C(C#N)(C#N)[C@H](c3ccsc3)[C@H]2C1	-18	2	1	0.8%	-1	1	-8	0.3	1
CC1CC(OC(=O)C2CCN(S(=O)(=O)c3ccc(F)cc3)CC2)C(=O)O1 (configuration not stated)	-4	4	-9	-0.5%	7	1	12	0.2	-2
COCCN(CCOC)c1cc(C)c(C#N)c2nc3ccccc3n12	6	-4	-11	4.9%	12	2	-10	-0.5	2
O=C(CCN1C(=O)c2ccccc2C1=O)N1CCCCCC1	25	-1	0	0.1%	29	2	2	0.3	2

(list continues)
SMILES	D1 antag	TRHR PAM	D2 potentiator	RXFP1 ag	D2 antagonist	D1 agonist	RXFP1 antag	D2 ag	D1 PAM
O=C(NCc1ccc(Cl)cc1)c1cccc(S(=O)(=O)N2CCCC2)c1	-40*	4	.	2.2%	.	0	-1	.	-1
Cc1nc(CS(=O)(=O)c2ccc(Cl)cc2)cc(Sc2ccccc2Cl)n1	15	0	7	3.5%	7	1	-13	-1.4	-6
O=S(=O)(c1ccc(Cl)cc1)n1ccc2cccnc21	-36*	1	38*	-2.2%	19	-2	-1	0.3	-4
COc1cc(C2c3c(oc4ccc(F)cc4c3=O)C(=O)N2c2nc(C)c(C)s2)cc(OC)c1OC (configuration not stated)	2	10	12	4.8%	.	52*	-12	-0.9	-8
COc1ccc(CNC(=O)C2CCC(=O)N(CC3CCCCC3)C2)cc1 (configuration not stated)	-1	-11	-20	1.1%	6	-1	5	0.6	3
Cc1cc2c(C)nc(Cc3ccccc3)nc2o1	-5	2	13	0.1%	-2	2	-5	0.3	-1
COCCCNc1nc2c(c(=O)n(Cc3cccc(Br)c3)c(=O)n2C)n1C	9	0	-5	2.0%	15	1	4	-0.9	-1
CNC(CC(=O)c1ccc([N+](=O)[O-])cc1)C(Cl)(Cl)Cl (configuration not stated)	-4	14	-5	0.3%	6	5	12	0.5	6
Cc1ccc(NC(=O)CSc2nnc(-c3ccco3)o2)cc1	8	-3	.	1.6%	7	0	-8	0.0	-4
O=C(COC(=O)C1CCN(c2ccc(C(F)(F)F)cn2)CC1)NCc1ccccc1	0	7	1	0.0%	-29	7	-6	1.2	2
Cc1c(Cl)c(C(=O)NNC(=S)NCc2ccco2)nn1C	10	1	2	1.8%	35*	0	-5	0.2	-2
CSc1cccc(NS(=O)(=O)c2cn(C)cn2)c1	12	-3	8	0.0%	-14	3	-14	-0.3	1
O=C(O)c1c[nH]c2c(C(F)(F)F)cccc2c1=O	3	1	.	-0.1%	.	0	-16	.	-5
CCOc1ccc(NC(=O)CCC(=O)NNC(=O)Nc2cccc(Cl)c2)cc1	-10	2	-6	0.6%	-19	1	-20	0.5	-1
CCOC(=O)Cn1c(=O)n(C2CCCC2)c(=O)c2ccccc21	7	41*	-3	-1.8%	-6	0	-6	0.2	6
CCc1ccc(-n2c(SCC(=O)N3CCC(C(=O)O)CC3)nnc2-c2ccncc2)cc1	-6	2	6	1.4%	-6	2	-9	0.2	1
COc1cc(CNc2ccc3[nH]c(=O)[nH]c3c2)cc(Cl)c1OCC(=O)NC(C)(C)C	5	0	-2	0.6%	3	1	3	0.2	0
CCC(C)NC(=O)Cn1c(=O)n(-c2ccc(Cl)cc2)c(=O)c2c3c(sc21)CCCC3 (configuration not stated)	-13	3	-1	-0.7%	.	0	.	0.7	0
Cc1[nH]c2ccccc2c1/C=N/NC(=O)c1cc(C(C)(C)C)[nH]n1	10	7	-23	0.0%	18	0	-1	1.1	-1
Oc1ccc(N2CCN(Cc3nc4ccccc4[nH]3)CC2)cc1	-16	17	-3	1.0%	-18	1	-8	-0.8	1
COC(=O)[C@@H]1Cc2c([nH]c3ccccc23)C(C)N1C(=O)c1ccccc1 (some centres not stated)	3	4	4	-2.7%	15	2	-9	-0.8	-1
COc1ccc(CNC(=O)C2(c3cccs3)CCOCC2)cc1	.	4	1	3.7%	.	-4	.	0.5	2
COc1ccc(Nc2nc3ccc(C)cc3cc2C#N)c(OC)c1	4	-7	14	-0.1%	9	4	-12	0.4	-1
Cc1ccc(NC(=O)c2ccco2)c(NC(=O)COc2ccccc2)c1	4	-8	3	-1.1%	5	1	-2	-0.4	-1
O=C(COc1ccc(C(=O)c2ccccc2)cc1)NCC(=O)Nc1ccccc1Br	32	-2	-5	0.0%	7	3	0	0.6	-4

Continued.
SMILES	D1 antag	TRHR PAM	D2 potentiator	RXFP1 ag	D2 antagonist	D1 agonist	RXFP1 antag	D2 ag	D1 PAM
CCN1CCN(C(c2cccs2)C(C)NC(=O)c2ccccc2)CC1 (configuration not stated)	3	2	-3	0.7%	3	0	1	0.6	-3
Cc1c(C(=O)Nc2ccc(F)cc2)nnn1-c1cccc(C(F)(F)F)c1	-30	-3	12	-1.0%	8	25	-23	1.1	-9
COc1cc(C(=O)NCC(c2cccnc2)N2CCN(c3ccccc3)CC2)cc(OC)c1OC (configuration not stated)	-19	-8	11	0.4%	-6	0	17	0.6	0
Cc1ccc(OCc2cc(C(=O)N3CC4C[C@@H]5CC3C[C@H](C4)C5)no2)cc1C	8	1	-2	0.6%	-13	6	-11	0.6	4
C=CCC(=O)OCCCCCCOc1ccc(C(=O)O)cc1	-5	-2	-5	0.4%	11	2	-4	-0.6	-3
Nc1ccnc(Oc2ccc(F)cc2)c1	-9	0	7	0.7%	23	2	7	0.7	-3
COc1ccc(/C=N/Nc2c(Cl)cc(Cl)cc2Cl)cc1CN1CCOCC1	21	1	11	1.8%	-1	1	9	-0.1	-4
CCC(=O)c1ccc(O)cc1	-16	6	4	2.8%	14	-1	6	-2.0	-6
Cc1cccc(C)c1NC(=O)CCCN1C(=O)C(c2ccccc2)Oc2cccnc21 (configuration not stated)	0	-10	-8	0.2%	1	3	-1	-0.5	-3
Cc1ccc(C(=O)O/N=C2\CC3CCC2(C)C3(C)C)cc1 (configuration not stated)	10	-1	7	0.4%	-15	24	-28	-0.5	4
